ALOX12 inhib = qHTS Assay for Inhibitors of 12-hLO (12-human lipoxygenase); Polyunsaturated fatty acid lipoxygenase ALOX12 (Homo sapiens), P18054; purified 12-hLO, xylenol orange hydroperoxide absorbance; Potency, µM (top dose mostly 57.1 µM), for inactives: at the highest dose activity change, negative = inhibition, actives largely listed as inhibitors; 0.12% of 150,000 active; AID 1452, 2008; further: potency means the concentration at half of the fitted maximal effect; nearly all actives have a fitted effect of over 55% in size; many of its hits are not listed in these tables
Target sequence (P18054 whole entry, looked up): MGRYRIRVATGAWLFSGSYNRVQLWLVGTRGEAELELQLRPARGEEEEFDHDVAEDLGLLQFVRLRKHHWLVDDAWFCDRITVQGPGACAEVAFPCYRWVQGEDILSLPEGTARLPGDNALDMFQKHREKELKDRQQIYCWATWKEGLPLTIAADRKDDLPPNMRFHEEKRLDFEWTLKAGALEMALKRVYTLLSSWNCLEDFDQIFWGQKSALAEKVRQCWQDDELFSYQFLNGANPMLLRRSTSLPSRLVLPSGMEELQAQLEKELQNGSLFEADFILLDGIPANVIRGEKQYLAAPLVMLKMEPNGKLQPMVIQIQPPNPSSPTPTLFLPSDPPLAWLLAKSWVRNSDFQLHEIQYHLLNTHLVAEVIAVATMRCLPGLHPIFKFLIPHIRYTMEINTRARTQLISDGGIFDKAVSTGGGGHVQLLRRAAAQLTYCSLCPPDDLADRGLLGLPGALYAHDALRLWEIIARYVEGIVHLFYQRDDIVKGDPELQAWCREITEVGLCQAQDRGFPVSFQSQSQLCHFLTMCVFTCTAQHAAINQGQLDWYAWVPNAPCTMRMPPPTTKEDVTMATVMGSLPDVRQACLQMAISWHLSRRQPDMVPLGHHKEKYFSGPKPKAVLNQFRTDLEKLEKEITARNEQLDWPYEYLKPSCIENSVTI
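Lipoxygenase turnover measured by absorbance at 573 and 405 nm after Fe-XO development. Human 12hLO 150 nM, arachidonate 40 uM, pH 7.0 Hepes buffer with detergent; 15 min compound preincubation, 30 min reaction.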
ALOX15B inhib = qHTS Assay for Inhibitors of 15-hLO-2 (15-human lipoxygenase 2); purified 15hLO-2, xylenol orange hydroperoxide absorbance; Polyunsaturated fatty acid lipoxygenase ALOX15B (Homo sapiens), O15296; Potency, µM (series often up to 57.1 µM), inactives show top-dose activity change, negative = inhibition, usual class: inhibitors; 0.56% of 110,000 active; further: potency means the concentration at half of the fitted maximal effect; nearly all actives have a fitted effect of over 60% in size; many of its hits are not listed in these tables
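Screening format was qHTS against 50 nM purified 15hLO-2 in Hepes pH 7.5 with detergent. Activity follows hydroperoxide formation from 45 uM arachidonic acid, measured as 573:405 nm absorbance ratio of the ferric-xylenol orange complex.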
PNC assembly inh = High Content Assay for Compounds that inhibit the Assembly of the Perinucleolar Compartment. PC3M PTB-GFP, PNC prevalence imaging, 16 h; active compounds read low. activity change (PNC), negative = inhibition, % at 10 µM. 3.1% of 140,000 active. AID 2417, 2010;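 active means readout at or below -70, meaning at least 70% loss of cells showing the perinucleolar compartment, a nuclear body marking cancer cells; inconclusive means readout between -30 and a set limit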;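 further: plate controls were DMSO wells for no effect and camptothecin positive control wells for full effect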
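Compounds are pinned in duplicate onto adhered PC3M cells stably expressing GFP-tagged PTB and incubated 16 h at 37 C. Cells are then fixed, nuclei stained with Hoechst, and PNC-positive cells counted.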
IMPase cell inh = qHTS Assay for Identifying the Cell-Membrane Permeable IMPase Inhibitors. Inositol monophosphatase 1 (Rattus norvegicus), P97697. CHO-M1 cells, IP1 accumulation, HTRF TR-FRET ratio. 120,000 tested, under 10 active. inhibition (IP1 accumulation), % at 46.1 µM; active means well fitted curve in the direction sought with a large enough effect in the signal ratio, not every such curve was filed as active; inconclusive means small, poorly fitted or top-dose-only effect, or a change in a side signal; inactive means no such curve, though single readings can be large or run the other way; the % refers to the signal ratio;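 further: cells stimulated with carbachol in lithium chloride buffer; plate controls were DMSO basal wells for no effect and reference inhibitor wells for full effect; higher means more IMPase inhibition seen as more IP1 and lower FRET ratio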
Target sequence (P97697 whole entry, looked up): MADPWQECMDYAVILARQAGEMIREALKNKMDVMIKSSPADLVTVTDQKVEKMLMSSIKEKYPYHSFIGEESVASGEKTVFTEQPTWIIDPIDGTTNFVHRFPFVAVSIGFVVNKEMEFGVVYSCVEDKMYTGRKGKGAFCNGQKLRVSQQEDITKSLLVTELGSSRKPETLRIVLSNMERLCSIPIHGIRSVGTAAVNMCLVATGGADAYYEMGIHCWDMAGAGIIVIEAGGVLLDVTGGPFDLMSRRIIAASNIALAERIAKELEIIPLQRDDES
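CHO-M1 cells (CHO stably expressing M1 receptor), compound up to 46 uM final, stimulated with carbachol (50 uM as added) in buffer with 50mM LiCl, pH 7.4, 30 min at 37C. Cytosolic IP1 read by TR-FRET; AC50 from Hill fits.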
Numbers without * were called inactive; ? = inconclusive; nt = not tested or not shown; [ ] = remark or other dose. Unless noted, the call rests on the fitted dose curve; in most records, active means well fitted curve in the direction sought with a large enough effect; inconclusive means small, poorly fitted or top-dose-only effect, or another doubt; inactive means no such curve, though single readings can be large; an effect the other way counts as inactive or inconclusive. Unless noted, on the % scale 0 is the no-effect control and ±100 the full control effect. Not a hit list; about 3.1% have a hit in one of these screens.

ALOX12 inhib,ALOX15B inhib,PNC assembly inh,IMPase cell inh,molecule
-1%,0%,6,3,COc1ccc(CN2CC(C(=O)NCCCOC(C)C)CC2=O)cc1 (stereo unspecified)
-25%,4%,-24,6,Cc1ccc(SCC2=NNC(=O)C2)cc1
0%,15%,32,3,COc1cc(OC)cc(C(=O)NC2CC3CCC(C2)N3Cc2ccco2)c1 (stereo unspecified)
-4%,-1%,31,-1,O=C(NOC(=O)c1ccccc1Cl)c1cccs1
-5%,2%,-25,3,COc1ccc(NC(=O)CC(C(=O)O)N2CCCCC2)cc1 (stereo unspecified)
0%,2%,-18,-3,CCCN(CCC)CCNc1c(N2CCN(C(=O)OCC)CC2)c(=O)c1=O
-2%,10%[11.4 µM],1,-10[1.84 µM],COCCCNC(=O)CC(NS(=O)(=O)c1ccc(OC)cc1)c1ccc(OC)cc1 (stereo unspecified)
-6%,-22%,38,-10,Cc1ccc(NS(=O)(=O)c2ccc(N3C(=O)CCC3=O)cc2)cc1
-10%,-2%,-4,17,O=C(Nc1ccc2oc(-c3cccnc3)nc2c1)c1cccnc1
1%,-8%,4,3,O=C(NCc1ccco1)c1ccc(OCC2CCCO2)cc1 (stereo unspecified)
-1%,nt,21,nt,N/C(=N\OC(=O)CCCc1ccccc1)c1ccccn1
-3%,nt,-2,-3,COc1ccc(/C=C/C(=O)OCC(=O)NCc2cccs2)cc1OC
-2%,0%,?,-5,O=C(CC12CC3CC(CC(C3)C1)C2)N1CCOCC1
0%,-3%,40,-1,Fc1ccc(OCc2nn3cnnc3s2)cc1
-10%,-3%,?,17,COC(=O)c1cn(-c2ccc(Cl)cc2)c(=O)c2ccccc12
3%,?,92,-3,CCc1cc2c(=O)c(-c3nc4ccccc4[nH]3)coc2cc1OC(=O)N1CCOCC1
-2%,3%[2.29 µM],21,3,Cc1ccc(C)c(N2CCN(C(=O)c3ccc(CS(=O)(=O)c4ccccc4C)o3)CC2)c1
-2%,-2%,-14,-2,Cc1ccc2c(c1)cc(CN(CCc1ccccc1)C(=O)N1CCOCC1)c1nnnn12
-5%,-5%,20,11,Cc1ccccc1C(=O)Nc1ccc(Br)cn1
6%,-20%,?,6,Cc1ccc2nc(SCc3nnc(-c4ccccc4[N+](=O)[O-])o3)c(C#N)cc2c1
-6%,nt,-6,-2,Cc1ccc(-n2c(=O)c3sccc3n(Cc3cc(=O)n4ccccc4n3)c2=O)cc1F
0%[25.6 µM],12%[25.6 µM],nt,-3[20.6 µM],COc1ccc(OC)c([C@H](O)CNC(=O)CN)c1
-6%,10%,-12,-11,Cc1cccc(NC(=O)c2ccc3ccccc3n2)n1
-3%,nt,5,3,COc1ccc(Nc2nc(NCc3ccco3)nc(N/N=C/c3ccccc3Cl)n2)cc1
-3%,7%,37,5,CN(C)S(=O)(=O)Oc1ccc(Cl)cc1C(=O)Nc1cccc(C(F)(F)F)c1
2%,?,?,6,Cn1c(C(=O)NC2CCCCC2)cc2sccc21
-3%,nt,?,nt,CCOc1ccc(NS(=O)(=O)c2cnc(Cl)c(Cl)c2)cc1
-8%,nt,-20,8,O=C(N/N=C/c1cccc([N+](=O)[O-])c1O)c1cccs1
-6%,nt,-2,nt,Cc1ccc(S(=O)(=O)N2CCC(=O)N(CCOCc3ccc(Cl)cc3)CC2)cc1
1%,nt,-21,-3,Cc1ccccc1NC(=O)C1C2/C=C\CCCCC21 (stereo unspecified)
-8%,-12%,-10,3,Cc1csc(SCC(=O)c2cc(C)n(Cc3cccs3)c2C)n1
3%,?,-24,5,Nc1cc(N)nc(SCC(=O)c2ccccc2)n1
2%,nt,?,nt,Cc1ccc(NC2=C(Cl)C(=O)N(C3CCCCC3)C2=O)cc1
-7%,-7%,-26,-1,O=C(CN(C(=O)Cn1nnc(-c2cccs2)n1)c1ccc2c(c1)OCCO2)NC1CCCCC1
11%,-2%,?,2,CCN1CCN(C(c2cccs2)C(C)NC(=O)NC2CCCCC2)CC1 (stereo unspecified)
-1%,-3%,-6,5,CCOc1ccc(-c2nc(-c3ccc(OC)c(OC)c3)no2)cc1OCC
-7%,-8%,-1,3,C=CCN=C1SC(CC)C(=O)N1S(=O)(=O)c1ccc(C)cc1 (stereo unspecified)
-7%,-4%,-83*,3,O=C1NC2(CCCc3ccccc32)C(=O)N1Cc1nnc(-c2ccccc2Br)o1 (stereo unspecified)
-1%,-3%,16,9,O=C(c1cc2ccccc2oc1=O)N1CCSC1c1ccco1 (stereo unspecified)
-3%,3%,38,2,COC(=O)c1ccsc1NC(=O)C1COc2ccccc2O1 (stereo unspecified)
3%,-3%,14,-3,C=CCn1c(SCC(=O)O)nnc1-c1cccs1
-11%,20%,?,6,CNC(=O)c1c(NC(=O)c2nc3ccccc3s2)sc2c1CCC2
0%,nt,?,nt,CCOC(=O)c1c(-c2ccc(C)cc2)csc1NC(=O)/C(C#N)=C/c1ccc(O)c(OC)c1
2%,-3%,?,4,CCn1c(COc2ccc(=O)n(-c3ccccc3)n2)nnc1SCc1ccccc1C
2%,4%,4,-3,CCN(CC)CCNC(=O)C1CCC(=O)N(c2ccc(OC)cc2)C1c1ccc(F)cc1 (stereo unspecified)
-3%,1%,129,1,CC(C)(C)SCCNC(=O)CSCc1ccc([N+](=O)[O-])cc1
2%,nt,47,nt,Cc1ccccc1Nc1nc2ccccc2n1C(C)C
5%,-4%,-17,1,CC1(C)Oc2ccc(C(=O)N3CCOCC3)cc2N(CC(=O)Nc2ccccc2)C1=O
4%,1%,6,4,COCCCn1c(Cc2ccccc2)nnc1SCC(=O)N1CCCCC1
-3%,nt,?,nt,CN(CC(=O)Nc1ccc(C(N)=O)cc1)CC(=O)Nc1ccccc1Cl
2%,-8%,1,2,COc1ccccc1NC(=O)CSc1nc2ncccc2[nH]1
-9%,0%,-1,-1,Cc1ccc(NC(=O)c2ocnc2C)cc1Cl
0%,3%,-97*,14,CSc1nc(N(C)NC(=O)c2ccc(Cl)cc2)c2ccccc2n1
3%,-2%,-30,14,COc1cccc(NC(=O)c2ncn[nH]2)c1
4%,?,88,4,O=C(NCCN1CCc2ccccc2C1)C1CCN(S(=O)(=O)N2CCC3(CC2)OCCO3)CC1
-4%,nt,42,nt,Cc1ccc(Nc2nc3ccccc3s2)cc1
4%[11.4 µM],-1%[11.4 µM],nt,nt,Clc1cccc(Cl)c1C(Nc1nncs1)Nc1nncs1
-1%,nt,11,nt,Cn1cc(CNC(=O)c2cc(-c3ccccc3)nc3ccc(Br)cc23)cn1
-3%,nt,-12,nt,Cc1cc(C)n(-c2ccc(C(=O)OCC(=O)Nc3cc(Cl)ccc3[N+](=O)[O-])cc2)n1
-3%,6%,12,-4,O=C(c1ccc(CS(=O)(=O)c2ccc(Br)cc2)o1)N1CCOCC1

Continuation:
ALOX12 inhib,ALOX15B inhib,PNC assembly inh,IMPase cell inh,molecule
1%,6%,?,-4,Cc1csc(NC(=O)CSc2nc3sc(C)c(C)c3c(=O)[nH]2)n1
-9%,-3%,-122*,6,Cc1nc(NCCCO)c(C#N)c2c1COC(C)(C)C2
9%,-10%,-25,-2,O=C(Nc1cccc(-c2nnn(CC(=O)N3CCc4ccccc4C3)n2)c1)C1CCC1
-7%,1%,?,1,O=C(CCc1ccccc1)NNC(=S)NC(=O)c1ccc(Cl)cc1
-26%,-17%,8,0,COc1cc(C(c2nnnn2C2CCCC2)N2CCc3ccccc3C2)ccc1O (stereo unspecified)
-17%,-19%,-5,5,Cn1cnnc1SCC(=O)c1cc2ccccc2oc1=O
1%,-27%,14,3,CCOc1ccccc1NC(=O)Cn1nnc(C(=O)NCc2ccco2)c1N
-7%,4%,8,11,CC(C)NC(=O)Cc1ccc(Br)cc1
-4%,nt,80,nt,O=C(C1=C(Nc2ccccc2)c2ccccc2S(=O)(=O)N1)c1ccccc1
-1%,nt,?,-2,COc1ccc(CCNC(=O)CCNC(=O)c2ccc(Cl)cc2)cc1OC
?,nt,12,-3,S=C(NCc1ccc(Cl)c(Cl)c1)Nc1ccc2c(c1)OCO2
-3%,10%,-4,-2,O=C(OC(C(=O)NC1CCCC1)c1ccc(F)cc1)c1ccno1 (stereo unspecified)

Sorted by value in ALOX12 inhib (highest first): 4 of the compounds above.
Structure | ALOX12 inhib
CCOc1ccc(-c2nc(-c3ccc(OC)c(OC)c3)no2)cc1OCC | -1%
O=C(c1ccc(CS(=O)(=O)c2ccc(Br)cc2)o1)N1CCOCC1 | -3%
Cc1ccc(Nc2nc3ccccc3s2)cc1 | -4%
Cc1ccc(S(=O)(=O)N2CCC(=O)N(CCOCc3ccc(Cl)cc3)CC2)cc1 | -6%

Profiles as entered above.
CCOc1ccccc1NC(=O)Cn1nnc(C(=O)NCc2ccco2)c1N across the screens: ALOX12 inhib = 1%; ALOX15B inhib = -27%; PNC assembly inh = 14; IMPase cell inh = 3
Cc1csc(NC(=O)CSc2nc3sc(C)c(C)c3c(=O)[nH]2)n1 across the screens: ALOX12 inhib = 1%; ALOX15B inhib = 6%; PNC assembly inh = ?; IMPase cell inh = -4

The listing continues.
ALOX12 inhib,ALOX15B inhib,PNC assembly inh,IMPase cell inh,molecule
-7%,-16%,?,1,Cc1nc(SCC(=O)c2ccccc2)c([N+](=O)[O-])[nH]1
3%,nt,-6,15,CCOC(=O)c1ccc2[nH]c3c(c2c1)CCCCC3=O
-1%,nt,?,2,COc1ccc(CCNC(=O)CSc2nc(-c3ccc(OC)c(OC)c3)ccc2C#N)cc1
-1%,4%,-21,-5,CCOC(=O)CN(C#N)c1nc(C)cc(C)n1
1%,nt,-15,nt,CC1=NNC(=O)C1CCC(=O)N/N=C(/C)c1ccc([N+](=O)[O-])cc1 (stereo unspecified)
-14%,-24%,51,3,COc1cc(/C=C(\C#N)c2nc3c(s2)CC(C)CC3)ccc1O (stereo unspecified)
-1%,4%,36,-3,C=CCc1cccc(/C=N/n2c(C)nnc2C)c1O
-3%,nt,18,nt,C[C@@H]1NC(=O)c2cc([N+](=O)[O-])cc(I)c2NCCCC[C@@H](C(N)=O)NC(=O)[C@H](CCC(=O)O)NC1=O
1%,nt,-19,5,COC(=O)CCCNS(=O)(=O)c1ccc2ccccc2c1
0%,nt,-2,5,O=C(COC(=O)c1ccc(CSc2ccc(Cl)cc2)cc1)Nc1ccccc1
-1%,8%,?,5,CCOc1ccc(Br)cc1S(=O)(=O)N1CC(C)OC(C)C1 (stereo unspecified)
?,-4%,-27,6,Cc1ccc(C)c(NC(=S)NNC(=O)c2csc3c2CCCC3)c1
4%,2%,11,-6,CCn1c(SCC(=O)c2cc(C)n(-c3ccc(C(=O)OC)cc3)c2C)nnc1-c1cccnc1
0%,-13%,nt,nt,[O-]/[N+](=N\O)c1ccccc1
-3%,nt,50,nt,O=C(COC(=O)CCc1c[nH]c2ccccc12)NCc1ccccc1
-5%,nt,-4,-3,COc1c(Cl)cc(Cl)cc1/C=N/n1cnnc1
0%,nt,-19,nt,COc1cc2c(cc1OC)C(Nc1ccc(S(N)(=O)=O)cc1)=NC(C)(C)C2
0%,6%,28,6,O=C(NCCc1ccccn1)c1n[nH]c(=O)c2ccccc12
0%,0%,26,2,CCC(C)(C)C1CCC(=NNC(=O)c2ccoc2C)CC1 (stereo unspecified)
0%,3%,18,6,Cc1cccc(CSc2ncnc3c2cnn3Cc2ccccc2)c1
1%,6%,nt,nt,C=CC(=O)CC
-1%,-5%,1,7,COc1ccc(-c2noc(CCC(=O)NCc3cccnc3)n2)cc1OC
?,?,-18,-2,CCCOc1cccc(-c2cc(-c3n[nH]c(=S)n3CC)c3ccccc3n2)c1
1%,nt,-22,-8,CCCn1c(CN(C)Cc2ccccc2)nc2c1c(=O)n(C)c(=O)n2C
2%,nt,?,4,O=[N+]([O-])c1cccc2ccc(/C=C/c3ccc(C(F)(F)F)cc3)nc12
